Compound activity (PubChem)
TCR activator – T cell receptor activation; primary human leukocytes, anti-CD3, IL-2 HTRF, 48 h; Potency, µM (titrated, usually from 9.22 µM), for inactives: top-dose activation of IL-2 secretion, most hits filed as activators; 330,000 tested, under 10 active; further: % of control where 0% means no effect
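Activity was scored as IL-2 release from primary human leukocytes given only a TCR signal (a-CD3 beads) plus compound for 48 hr. Detection used a two-antibody HTRF format read at 665nm.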
TRPV1 agonist – activates the human vanilloid receptor TRPV1. TRPV1-expressing cells, Fluo-8 calcium influx, agonist mode. activation, % at 8.33 µM. 0.19% of 320,000 active. AID 540275; in the data active means activation above about 80%; inconclusive means between about 30% and that limit; further: 0% is about no effect
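TRPV1-expressing cells were cultured overnight at 35.5C and loaded with Fluo-8 calcium dye for 40 to 90 min at room temperature. After a 10 s baseline, compound was added and calcium influx was read kinetically for 3 min (ex 480/em 520 nm).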
p53 reactivation – mutant p53 re-activation in reporter cells. H1299 p53-A138V BP100-luciferase reporter, luminescence, 24 h. Potency, µM (doses to about 92.2 µM), without a hit: top-dose activity change, positive = activation, actives largely listed as activators. 0.063% of 320,000 active; further: potency means the concentration at half of the fitted maximal effect; % of control where 0% means no effect; nearly all actives have a fitted effect of over 45% in size
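H1299 (p53-null), stable ts p53-A138V + BP100-Luc; 1000 cells/well, Opti-MEM/10% FBS; cpd 4 pt, 1:5; 24 h, 37 deg C, 5% CO2; detection reagent 10 min RT; luminescence.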
PTAP TSG101 blk – blocks PTAP/TSG101 interaction to inhibit HIV-1 budding; Fluorescence polarization, FITC-PTAP peptide / Tsg101 binding; Potency, µM (highest dose often 115 µM), inactives show at the top dose activity change, negative = inhibition, actives largely listed as inhibitors; 340,000 tested, under 10 active; AID 493005; active means well fitted inhibition curve with a large enough effect in the main read-out, with a control signal flat, not every such curve was filed as active; inconclusive means small, poorly fitted or top-dose-only effect, or effect the other way, or a change in a side signal; inactive means no such curve, though single readings can be large or run the other way; further: potency means the concentration at half of the fitted maximal effect; % of control where 0% means no effect
Target sequence (Q99816 whole entry, looked up): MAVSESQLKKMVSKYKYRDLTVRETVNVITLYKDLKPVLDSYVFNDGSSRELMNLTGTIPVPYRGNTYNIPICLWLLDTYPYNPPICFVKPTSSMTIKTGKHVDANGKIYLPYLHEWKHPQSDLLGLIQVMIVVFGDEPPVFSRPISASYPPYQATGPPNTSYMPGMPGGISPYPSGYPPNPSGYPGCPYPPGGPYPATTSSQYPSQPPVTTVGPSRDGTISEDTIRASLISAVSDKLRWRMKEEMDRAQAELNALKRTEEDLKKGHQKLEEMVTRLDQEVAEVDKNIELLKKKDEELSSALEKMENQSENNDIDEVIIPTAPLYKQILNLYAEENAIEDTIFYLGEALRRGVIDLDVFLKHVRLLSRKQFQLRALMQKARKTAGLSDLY
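Fluorescence polarization binding of Tsg101 binding domain (10 uM final) to FITC-labeled PTAP peptide (50 nM final) in HEPES pH 7.5 buffer with NaCl, Tween 20, EDTA, TCEP. Compounds added before peptide; binding 20 min at RT.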
MLL CXXC-DNA inh – inhibitors of human MLL CXXC domain-DNA interaction | 0.037% of 290,000 active | Potency, µM (highest dose often 115 µM), for inactives: at the highest dose activity change, negative = inhibition, actives largely listed as inhibitors | Q03164 | MLL-CXXC / FITC-HOXA9 DNA fluorescence polarization; active means well fitted inhibition curve with a large enough effect in the polarisation, with a control signal flat, not every such curve was filed as active; inconclusive means small, poorly fitted or top-dose-only effect, or effect the other way, or a change in a side signal; inactive means no such curve, though single readings can be large or run the other way; the % refers to the polarisation; further: potency means the concentration at half of the fitted maximal effect
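Fluorescence polarization: 7 uM MLL-CXXC (stock) preincubated 5 min with compounds, then 50 nM fluorescein-HOX-A9 DNA (stock) added; 30 min ambient. Buffer 50 mM Tris-HCl pH 7.5, 50 mM NaCl, 1 mM DTT, 0.05% BSA.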
BRCA1 expr act – increases BRCA1 expression; MCF7-BRCA1-FFLuc reporter, luminescence, 48 h; response scale: scaled: vehicle 0%, 10 µM genistein 100%; Potency, µM (doses to about 46.1 µM), for inactives: at the highest dose activation, most hits filed as activators; 1.1% of 380,000 active; AID 624202; further: potency means the concentration at half of the fitted maximal effect; nearly all actives have a fitted effect of over 80% in size; some results filed as inactive show a strong effect at the top dose
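Activators of BRCA1 expression were detected as increased firefly luciferase luminescence in engineered MCF7 cells after 48 h compound incubation. Signals were scaled to genistein 10 microM as full activation.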
AT treatment – potential ataxia-telangiectasia treatment; […] A-T fibroblasts, KAP-1 phosphorylation AlphaLISA; neocarzinostatin DNA damage 30 min before lysis; AID 485349; Potency, µM (top dose mostly 57.5 µM), inactives show top-dose activation, actives largely listed as activators; 0.19% of 320,000 active; further: potency means the concentration at half of the fitted maximal effect; % of control where 0% means no effect; nearly all actives have a fitted effect of over 45% in size
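hTERT-immortalized A-T patient fibroblasts ([…]), 500 cells/well in OPTI-MEM, 1% FBS, got compounds for 60 min, then NCS for 30 min at 37C. Lysates were then assayed for phospho-KAP-1 by AlphaLISA (anti-pKAP1 donor, anti-KAP1 acceptor beads), 6 hr at 25C.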
Integrin act MD – integrin-mediated muscular dystrophy alleviation activation; 0.064% of 350,000 active; AID 624291; Potency, µM (series often up to 38.3 µM), without a hit: at the top dose activation, most hits filed as activators; alpha7betagal myoblasts, beta-gal FDG fluorescence, 48 h;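 further: potency means the concentration at half of the fitted maximal effect; 100% = response of the positive control SU9516; nearly all actives have a fitted effect of over 60% in size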
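alpha7betagal+/- myoblasts (passage 13, 250/well) treated 48 h at 37C with compounds at 1:260 dilution of DMSO stock. Lysed, then beta-galactosidase activity read as FDG fluorescence (ex 480/em 540) after 30 min, with pre-read for autofluorescence.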
ELG1 DNA repair – blocks ELG1-dependent DNA repair in HEK293T cells | HEK293T ELG1-luciferase reporter, luminescence, 16 h; DNA damage induced by 5-fluorouridine | Potency, µM (highest dose often 46.1 µM), inactives show top-dose activity change, negative = inhibition, most hits filed as inhibitors | 2.3% of 330,000 active | AID 504467; further: potency means the concentration at half of the fitted maximal effect; on the % scale 0 is the no-effect control and ±100 the full control effect; nearly all actives have a fitted effect of over 55% in size
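DMSO vehicle served as the neutral condition. Each well held 2,000 cells given 5-fluorouridine plus compound; after 16 hr at 37 °C/5% CO2, ONE-Glo was added and luciferase measured 30 min later.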
B2AR arrestin – recruits beta-arrestin to the human beta2-adrenergic receptor. 0.02% of 330,000 active. beta-arrestin recruitment to beta2AR, cell-based reporter. Potency, µM (doses to about 46.1 µM), inactives show at the highest dose activation, usual class: activators. P07550;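 further: potency means the concentration at half of the fitted maximal effect; 0% = DMSO controls and full agonism = EC100 isoproterenol or metaproterenol; nearly all actives have a fitted effect of over 65% in size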
Target sequence (P07550 whole entry, looked up): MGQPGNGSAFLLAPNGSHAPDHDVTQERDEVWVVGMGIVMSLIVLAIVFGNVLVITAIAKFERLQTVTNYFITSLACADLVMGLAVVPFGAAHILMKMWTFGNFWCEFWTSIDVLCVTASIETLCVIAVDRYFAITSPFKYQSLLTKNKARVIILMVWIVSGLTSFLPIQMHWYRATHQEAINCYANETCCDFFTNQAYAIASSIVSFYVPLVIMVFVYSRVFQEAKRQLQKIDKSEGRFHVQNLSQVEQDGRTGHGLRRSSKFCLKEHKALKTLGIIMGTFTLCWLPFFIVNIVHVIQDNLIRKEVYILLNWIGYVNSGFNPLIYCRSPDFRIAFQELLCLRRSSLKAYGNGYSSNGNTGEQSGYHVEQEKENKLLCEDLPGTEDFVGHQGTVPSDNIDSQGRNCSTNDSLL
* hit, by the source's call; ? = inconclusive; . = not tested or not shown; & = joins results of further samples; [ ] = another dose, or the depositor's remark. Unless noted, the call rests on the fitted dose curve; in most records, active means well fitted curve in the direction sought with a large enough effect; inconclusive means small, poorly fitted or top-dose-only effect, or another doubt; inactive means no such curve, though single readings can be large; an effect the other way counts as inactive or inconclusive.

The opening 3 records, to show the layout:
SMILES	TCR activator	TRPV1 agonist	p53 reactivation	PTAP TSG101 blk	MLL CXXC-DNA inh	BRCA1 expr act	AT treatment	Integrin act MD	ELG1 DNA repair	B2AR arrestin
O=C(c1ccc(F)cc1)N1CCN(Cc2ccccc2Br)CC1	6.0%	?	-8.5%	-1.3%	-16.0%	-24.4%	5.1%	9.2%	9.3%	0.1%
CN(C(=O)c1ccc(=O)[nH]c1)C1(C(=O)NC2CCCCC2)CCCCC1	2.2%	4.0	-9.2%	-3.9%	2.6%	-25.1%	4.1%	-25.1%	3.6%	-0.9%
Cc1ccc(-n2ncc3c(NCc4ccco4)ncnc32)c(C)c1	11.4%	1.5	9.0%	-0.7%	5.1%	0.7%	-1.2%	-20.9%	1.4%	0.0%

The listing (from the top)
SMILES	TCR activator	TRPV1 agonist	p53 reactivation	PTAP TSG101 blk	MLL CXXC-DNA inh	BRCA1 expr act	AT treatment	Integrin act MD	ELG1 DNA repair	B2AR arrestin
O=C(c1ccc(F)cc1)N1CCN(Cc2ccccc2Br)CC1	6.0%	?	-8.5%	-1.3%	-16.0%	-24.4%	5.1%	9.2%	9.3%	0.1%
CN(C(=O)c1ccc(=O)[nH]c1)C1(C(=O)NC2CCCCC2)CCCCC1	2.2%	4.0	-9.2%	-3.9%	2.6%	-25.1%	4.1%	-25.1%	3.6%	-0.9%
Cc1ccc(-n2ncc3c(NCc4ccco4)ncnc32)c(C)c1	11.4%	1.5	9.0%	-0.7%	5.1%	0.7%	-1.2%	-20.9%	1.4%	0.0%
COc1ccccc1N1CCN(CCN2C(=O)CC3(CCCC3)CC2=O)CC1	-3.8%	.	.	-2.9%	2.5%	-3.6%&21.6%	.	.	.	.
Cc1ccc(NC(=O)c2cc(NC(=O)CCCC(=O)O)ccc2Cl)cc1Cl	-10.3%	-4.7	3.5%	-13.6%	-23.2%	22.0%	9.2%	-0.8%	3.7%	-0.6%
CC1(C)NC(=O)N(CC(O)CN2C(=O)NC(C)(C)C2=O)C1=O	3.1%	-1.4	5.3%	-4.2%	1.4%	9.9%	-2.3%	9.2%	4.6%	-0.4%
Cc1cc2cc3c(cc2nc1SCc1ccc(C(=O)O)cc1)OCCO3	1.8%[46.1 µM]	-0.4	6.0%	-4.1%	2.2%	-18.7%	-7.8%	15.8%	?	-0.6%
CCCCC(=O)c1ccc(O)cc1	.	1.4	14.3%	-13.7%	0.4%	28.2%	4.0%	17.4%	19.6%	0.0%
O=C(Cc1nnc(NC(=O)Nc2ccc(Cl)cc2)s1)NCc1ccccc1	5.5%	-1.4	-0.9%	-0.8%	4.3%	-1.7%	-5.2%	14.7%	8.8%	-0.2%
COc1ccc(/C=N/NC(=O)c2cccnc2)cc1COc1ccc([N+](=O)[O-])c(C)c1	-1.6%	.	1.9%	-0.8%	-1.6%	-44.6%	-5.7%	-34.7%	14.6µM*	0.1%
CCCCCCCNC(=O)C1(CC2CC(c3ccc(Cl)cc3)=NO2)CCN(C(=O)c2ccccc2)CC1 (configuration not stated)	-1.6%	-2.2	.	.	-2.0%	11.1%	0.7%	25.2%	?	-0.5%
CC(C)(C)N(CC(=O)NC1CCCCC1)C(=O)CS(=O)CC(=O)Nc1ccc(F)cc1 (configuration not stated)	-9.1%	?	-2.5%	-0.7%	33.8%[activator]	-15.3%	-3.0%	0.0%	12.6%	-1.0%
CC(C)CCNC(=O)CN(Cc1ccc2c(c1)OCO2)C(=O)CCC(=O)Nc1ccccn1	-1.1%	6.1	9.0%	-6.3%	-11.1%	-18.0%	-0.5%	-4.1%	-7.9%	-1.0%
COc1cccc(N2CCN(C(=O)c3ccc(CS(=O)c4ccc(C)cc4)o3)CC2)c1 (configuration not stated)	4.1%	0.4	14.5%	4.4%	6.9%	-17.7%	0.0%	-44.7%	9.6%	-0.7%
[O-][n+]1onc2c1CCc1nnc(-c3ccccc3)cc1-2	-1.5%	5.5	?	-2.7%	-2.6%	-63.8%	1.8%	-37.8%	?	-0.2%
CC(=O)Nc1ccc(S(=O)(=O)NCCC(=O)Nc2ncccc2C)cc1	-4.3%	0.4	4.1%	-2.4%	.	-3.6%	-0.4%	8.0%	21.9%	-0.1%
CC1Cc2ccccc2N1S(=O)(=O)c1cccc(C(=O)N2CCCCC2)c1 (configuration not stated)	0.0%	?	-3.7%	-0.5%	.	-10.0%	3.4%	-0.7%	-0.1%	0.1%
C[C@@H]1CC=C[C@H]2[C@H]1C(=O)N(Cc1ccccc1)[C@H]2c1ccc(C(F)(F)F)cc1	-0.8%	?	1.9%	-4.5%	-0.4%	-21.7%	-16.1%	-1.6%	-4.4%	-0.6%
COc1ccc(C(=O)Nc2ccc(F)cc2F)cc1	.	?	?	-3.4%	-1.2%	6.31µM*	2.5%	22.8%	?	0.0%
C/C(=N\OC(=O)c1cccc(Cl)c1)c1sc(C)nc1C	-4.8%	11.1	2.6%	-2.7%	21.9%	12.4%	-3.9%	12.0%	10.8%	0.1%

Two entries drawn at random from those above, as already listed:
SMILES	TCR activator	TRPV1 agonist	p53 reactivation	PTAP TSG101 blk	MLL CXXC-DNA inh	BRCA1 expr act	AT treatment	Integrin act MD	ELG1 DNA repair	B2AR arrestin
CCCCCCCNC(=O)C1(CC2CC(c3ccc(Cl)cc3)=NO2)CCN(C(=O)c2ccccc2)CC1 (configuration not stated)	-1.6%	-2.2	.	.	-2.0%	11.1%	0.7%	25.2%	?	-0.5%
Cc1cc2cc3c(cc2nc1SCc1ccc(C(=O)O)cc1)OCCO3	1.8%[46.1 µM]	-0.4	6.0%	-4.1%	2.2%	-18.7%	-7.8%	15.8%	?	-0.6%

Next structures
SMILES	TCR activator	TRPV1 agonist	p53 reactivation	PTAP TSG101 blk	MLL CXXC-DNA inh	BRCA1 expr act	AT treatment	Integrin act MD	ELG1 DNA repair	B2AR arrestin
CN(C1CCCCC1)S(=O)(=O)c1cn(C)c(=O)n(C)c1=O	-0.9%	1.3	-4.9%	-3.0%	.	-2.6%	11.0%	0.0%	17.5%	-0.2%
CC(C)CCNC(=O)Cc1ccc(Nc2nc(=S)[nH]c3ccccc23)cc1	5.8%	-1.3	1.0%	-3.1%	8.6%	-16.4%	4.3%	-7.7%	-1.3%	-0.2%
CCN(CC(=O)Nc1ccc(NC(C)=O)cc1)C(=O)/C=C/c1ccco1	0.4%	-4.4	11.4%	-1.5%	.	-4.5%	-2.4%	0.0%	29.5%	0.0%
O=C(c1ccccc1F)N1CCN(c2ccccc2F)CC1	2.8%	?	-2.0%	-4.3%	-2.9%	1.5%	4.7%	-12.9%	-8.6%	0.0%
COc1ccc(Cl)cc1N1C(=O)C2CCCN2C1c1ccc(F)cc1 (configuration not stated)	-0.1%	?	-3.7%	-1.0%	-1.6%	3.2%	-6.7%	4.3%	7.7%	0.0%
COc1cc(/C=N/Nc2ccccn2)cc(OC)c1O	-19.5%	-8.3	8.6%	3.7%	-2.0%	-14.4%	0.1%	-31.7%	?	0.2%
O=C(CCCCCn1c(=S)[nH]c2cc3c(cc2c1=O)OCO3)NCCc1ccccc1	-8.1%	0.7	-4.1%	1.0%	7.2%	7.5%	-4.7%	-31.7%	9.8%	0.1%
O=C(O)c1cccc(C(=O)O)n1	.	-2.5	1.5%	.	4.4%	.	-4.3%	.	22.4%	0.1%
O=C(CCCN1C(=O)/C(=C\c2ccco2)SC1=S)Nc1cccc2ccccc12	0.3%[46.1 µM]	-2.1	-8.9%	0.0%	11.9%	-55.2%	-8.3%	-12.8%	-11.8%	-2.0%
O=C(CSCc1ccccc1Cl)NNC(=S)Nc1ccccc1	.	8.4	3.2%	-8.9%	-12.6%	2.5%	-1.3%	24.4%	13.4%	0.2%
O=C(CCC1CCCN(C(=O)c2ccc3cc[nH]c3c2)C1)NCc1ccc(F)c(F)c1 (configuration not stated)	-1.1%	0.9	3.5%	-2.2%	5.5%	80.8%	-0.7%	-21.9%	-4.7%	0.1%
Cc1ccc(Nc2nc(N)nc(CSc3nc4ccccc4s3)n2)cc1	.	27.5	5.7%	?	18.1%	-75.8%	-1.5%	-66.4%[inhibitor]	?	-0.2%
Cc1ccc(C(=O)N2CCN(c3cc(=O)[nH]nc3-c3ccccc3)CC2)cc1	4.6%	.	0.1%	-1.8%	3.3%	5.1%	-1.1%	-13.6%	-11.4%	-0.6%
CC(C)C(OC(=O)C1=Cc2ccccc2OC1)C(=O)NCC1CCCO1 (configuration not stated)	0.0%	.	.	-5.2%	.	12.4%	.	-42.4%	.	.
Cc1[nH]c2ccc(F)cc2c1CCN(Cc1ccncc1)C(=S)Nc1ccccc1	-6.1%	4.2	8.4%	-0.1%	22.4%	-15.8%	0.8%	13.9%	?	-0.2%
CCOC(=O)c1c(NC(=O)Cc2cccs2)sc(C(=O)N2CCCCC2)c1C	7.4%	28.1	-6.9%	-8.4%	-4.0%	-21.2%	1.5%	-35.1%	?	0.0%
